M4 antag – CHRM4 antagonism in calcium assay; 360,000 tested, 0.73% active; CHO-hM4 cells, ACh EC80, Fluo-8 calcium fluorescence; inhibition, % at 3 µM; P08173;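 active = inhibition above its plate's cutoff, the mean inhibition of sample wells plus 3 SD, cut at about 27% in these data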;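 also: 0% = acetylcholine EC80 with DMSO and 100% = DMSO without agonist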
Target sequence (P08173 whole entry, looked up): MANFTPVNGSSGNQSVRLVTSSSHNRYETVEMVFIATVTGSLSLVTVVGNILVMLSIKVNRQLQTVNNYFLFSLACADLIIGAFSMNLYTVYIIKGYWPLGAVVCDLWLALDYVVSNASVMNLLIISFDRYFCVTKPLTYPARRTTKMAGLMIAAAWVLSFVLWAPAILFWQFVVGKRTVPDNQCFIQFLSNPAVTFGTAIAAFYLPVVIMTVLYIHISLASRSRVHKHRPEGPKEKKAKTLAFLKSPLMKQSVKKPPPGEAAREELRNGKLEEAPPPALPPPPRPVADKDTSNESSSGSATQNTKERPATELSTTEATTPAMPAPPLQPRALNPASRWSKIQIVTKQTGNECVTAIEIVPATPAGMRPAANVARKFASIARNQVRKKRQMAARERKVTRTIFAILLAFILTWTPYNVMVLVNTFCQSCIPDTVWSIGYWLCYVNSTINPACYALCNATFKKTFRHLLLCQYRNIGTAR
CHO-K1 Ca antag – counter-screen for M1 antagonists: effect in parental CHO-K1 cells; ATP-induced calcium, Fluo-8 fluorescence; inhibition, % at 3 µM; 360,000 tested, 0.6% active; AID 602250;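 active = inhibition above a per-plate cutoff, the plate's mean sample inhibition plus 3 SD, cut at about 24% in these data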;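 also: 0% = DMSO plus EC80 ATP and 100% = DMSO alone without ATP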
M1 PAM – potentiates human M1 receptor response to acetylcholine; P11229; CHO-K1 hM1, Fluo-8 calcium fluorescence, ACh EC20; 0% = ACh EC20, 100% = maximal ACh; activation, % at 3 µM; 360,000 tested, 0.088% active; in the data active = activation above about 19%, passing the limit was not always enough
CHRM1 agonist – human M1 muscarinic receptor agonism | P11229 | CHO-K1 hM1, Fluo-8 calcium fluorescence, agonist mode; 0% DMSO, 100% acetylcholine EC100 | 360,000 tested, 0.33% active | AID 588814 | activation, % at 3 µM;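 active = activation above the run's mean compound activation plus 3 SD, cut at about 16% in these data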;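 also: peak over basal fluorescence ratio within a 140 s kinetic read after compound addition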
CHO parental Ca – counter-screen for OX1R antagonists: effect in parental CHO cells. parental CHO-K1, ATP-induced calcium, Fluo-8 fluorescence. inhibition, % at 5.6 µM. 330,000 tested, 0.63% active;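 active = inhibition above that plate's mean sample inhibition plus 3 SD, cut at about 26% in these data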;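 also: 0% = ATP-challenged DMSO wells and 100% = DMSO wells without ATP; some compounds past the cut are filed as inactive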
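Test system: untransfected parental CHO cell line; also added: ATP stimulus; dosing: 5.6 µM, single dose; signal: calcium-sensitive Fluo-8 fluorescence; measure: percent inhibition of ATP-evoked calcium rise, normalized to controls; benchmarks: low control ATP plus DMSO, high control DMSO only; replication: one well per compound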
M1 antag – human CHRM1 antagonism; P11229; CHO-K1 hM1, Fluo-8 calcium fluorescence, ACh EC80 antagonist; inhibition, % at 3 µM; 360,000 tested, 1.3% active;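 active = percent inhibition above its own plate's cutoff, namely the mean of that plate's compound wells plus 3 SD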;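 also: peak over basal fluorescence ratio during 140 s after agonist addition; 0% = ACh EC80 plus DMSO and 100% = DMSO alone without agonist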
CHO-K1 Ca ag – M1 agonist counterscreen hit in parental CHO-K1 cells; Fluo-8 calcium fluorescence; scaled to maximal ATP response, vehicle zero; activation, % at 3 µM; 360,000 tested, 0.48% active; in the data active = activation above about 15%;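 also: untransfected CHO-K1 host cells lacking M1 receptor as counterscreen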
OXTR potentiator – potentiates the human oxytocin receptor response | CHO-OTR cells, Fluo-8 calcium fluorescence, potentiator mode; 0% = oxytocin EC15, 100% = EC100 | activation, % at 3 µM | 320,000 tested, 0.061% active | AID 2445;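 active = activation above that plate's cutoff, the mean activation of tested compounds plus 3 SD, cut at about 6.6% in these data, passing the limit was not always enough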;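 also: 100% uses oxytocin at 75 nM as the full agonist control; some results filed as inactive read as strong as hits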
Target sequence (P30559 whole entry, looked up): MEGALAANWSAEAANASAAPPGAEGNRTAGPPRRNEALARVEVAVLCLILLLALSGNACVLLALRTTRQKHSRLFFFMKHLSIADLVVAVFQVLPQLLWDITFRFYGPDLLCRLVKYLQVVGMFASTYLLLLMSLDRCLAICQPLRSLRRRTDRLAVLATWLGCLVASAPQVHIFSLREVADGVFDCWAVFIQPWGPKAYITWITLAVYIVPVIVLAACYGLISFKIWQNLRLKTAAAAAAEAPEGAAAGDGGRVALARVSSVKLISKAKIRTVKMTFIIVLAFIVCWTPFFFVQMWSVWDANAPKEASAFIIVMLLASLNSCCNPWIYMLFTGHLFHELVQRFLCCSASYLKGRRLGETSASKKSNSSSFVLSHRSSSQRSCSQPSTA
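System: human OTR in CHO cells; Also added: sub-maximal oxytocin, roughly EC15; Timing: compound 6 min at room temperature before oxytocin, 100 s read; Technique: Fluo-8 intracellular calcium fluorescence, ex 470-495, em 515-575 nm; Controls: oxytocin EC15 low and EC100 high; Replication: singlicate.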
CHRM4 agonist – agonists of human muscarinic M4 receptor (CHRM4); 360,000 tested, 0.14% active; activation, % at 3 µM; P08173; CHO-K1 hM4/Gqi5, Fluo-8 calcium fluorescence; vehicle 0%, full acetylcholine response 100%;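 active = activation above the run mean over all test wells plus 3 SD, cut at about 32% in these data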;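 also: peak over basal fluorescence ratio per well then scaled between controls; 0% = DMSO wells and 100% = acetylcholine at EC100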
The depositor's hits bear a star; x = not tested or not shown.

SMILES	M4 antag	CHO-K1 Ca antag	M1 PAM	CHRM1 agonist	CHO parental Ca	M1 antag	CHO-K1 Ca ag	OXTR potentiator	CHRM4 agonist
COc1ccccc1NC(=O)C(=O)N/N=C(\C)CC(=O)Nc1ccccc1C(F)(F)F	-0.1	-10.1	3.5	-3.0	-33.1	-0.6	-0.6	-7.2	0.1
Cc1ccc(C(=O)NN2CC(O)=C(c3nc(-c4cccc([N+](=O)[O-])c4)cs3)C2=N)cc1	10.1	-1.2	4.9	-4.3	-13.9	3.3	-0.1	-8.7	0.3
COc1cc2sc3ccc(-c4ccc5[nH]ccc5c4)cc3c(=O)c2cc1OC	-16.0	-7.7	-4.5	-3.0	18.0	6.5	-0.5	-5.9	7.8
O=C(NC(Cc1c[nH]c2ccccc12)C(=O)Nc1ccc(F)c([N+](=O)[O-])c1)c1cccs1 (stereo not drawn)	8.5	1.9	6.5	-9.6	-7.1	1.1	1.3	-10.3	5.3
OC[C@@H]1CN(Cc2ccco2)C[C@H](n2cnc3c(NC4CCCC4)ncnc32)O1	4.5	3.3	0.9	-1.7	x	0.4	0.2	x	0.4
CCC(C)NC(=S)N1CCN(C(c2ccccc2)c2ccccc2)CC1 (stereo not drawn)	16.6	-4.8	-24.5	-7.7	-24.9	11.5	0.2	-4.8	-1.2
O=C(CSc1ncnc2ccccc12)N1CCCC1	-22.4	0.7	3.9	-6.1	-4.0	-5.2	0.1	3.0	0.5
N#C/C(=C/c1ccc(C(=O)O)cc1)C(=O)NCc1ccccc1	9.9	19.0	6.3	-3.9	-9.0	-6.5	-0.3	2.5	-0.5
O=C(CN1C(=O)c2ccccc2S1(=O)=O)N1CCc2ccccc2C1	0.8	25.0*	-10.0	-1.6	-15.0	1.1	-0.1	-15.1	1.1
COc1ccc2c(C)cc(C)nc2n1	-21.9	-19.6	10.0	-3.2	6.0	-18.0	0.6	1.0	1.7
CCCN1C/C(=C/c2ccc3c(c2)OCO3)C(=O)/C(=C/c2ccc3c(c2)OCO3)C1	7.7	-0.2	13.5	-0.7	-6.3	-13.6	-0.3	-5.4	0.2
Cc1ccc(N(CC(=O)O)C2SC(=O)NC2=O)cc1 (stereo not drawn)	-0.2	12.3	6.1	-0.6	-4.7	-4.9	0.6	-9.0	0.5
CC(=O)OC[C@@H]1CN(Cc2ccccc2)C[C@H](n2cnc3c(NCc4ccco4)ncnc32)O1	-17.3	-5.2	-1.2	0.4	x	-2.8	4.6	x	17.8
Cc1c(C(=O)NCc2cccc([N+](=O)[O-])c2)sc(=O)n1Cc1ccc(F)cc1	16.3	-7.7	-33.3	-9.2	x	39.2*	4.8	x	12.2
Cc1ccc(S(=O)(=O)N2CCN(C(=O)CSc3nc4ccccc4c(=O)[nH]3)CC2)c(C)c1	4.0	-2.1	-1.3	-2.1	-8.2	4.8	1.4	-20.5	3.1
Cc1[nH]c(=S)c(C#N)c(-c2ccccc2)c1C(=O)Nc1ccccc1	-13.3	-11.3	2.9	-1.0	-6.1	-1.1	1.7	2.9	2.1
Cc1c(C(=O)N(Cc2ccco2)Cc2cccs2)oc2ccccc12	-6.8	-10.0	12.2	-2.5	-10.2	-13.5	1.9	-3.4	-0.3
Cc1ccc(-n2ccnc(SCC(=O)NC3CCCC3)c2=O)cc1F	-9.5	-3.6	-1.9	-2.5	-11.4	1.4	0.5	-11.8	1.0
COCCCNCCOCCOc1ccc(C)cc1[N+](=O)[O-]	0.3	-8.2	10.3	-4.7	-16.6	-6.8	0.9	1.4	0.4
Cc1ccc(S(=O)(=O)NCC(C)n2nc(C)nc2C)cc1 (stereo not drawn)	3.0	2.8	6.7	-1.6	-4.8	-11.5	-0.2	-2.6	0.7
Cc1ccccc1C(=O)Nc1ccc(Br)c(C)n1	-15.1	3.9	9.6	-0.9	6.3	-12.2	0.5	-6.1	0.8
Cc1ccc(C)c(NC(=O)CSc2nc3nc(-c4cccs4)cc(C(F)(F)F)c3c(=O)[nH]2)c1	-8.6	-12.4	5.2	-2.0	-19.3	-33.1	0.8	-1.5	0.3
Nc1ccc(C(=O)Nc2cccc(NC(=O)c3ccc(N)cc3)c2)cc1	1.1	-0.1	4.7	-6.2	-8.9	-8.6	0.4	-2.1	0.7
O=C(COC(=O)c1ccccc1[N+](=O)[O-])Nc1cc(S(=O)(=O)N2CCOCC2)ccc1N1CCCC1	-1.4	-13.8	8.5	-11.8	10.4	-3.1	1.1	-13.7	2.6
CC(=O)c1[nH]c(C)c(C(=O)N2CCCC(Nc3cccc(F)c3)C2)c1C (stereo not drawn)	-9.2	9.9	8.8	0.6	-15.5	-14.1	-0.2	-2.5	1.1
COc1cc(OC)cc(C(=O)NC(=S)NNC(=O)Cc2cccs2)c1	-2.5	-11.6	8.2	-1.0	-12.6	-6.5	1.8	1.2	1.1
CNS(=O)(=O)c1cnccc1N1CCN(c2cccc(C)c2)CC1	8.2	-17.2	16.7	-2.5	-2.1	-21.3	0.7	-13.3	1.4
CC(=O)Nc1cccc(Nc2ccc(C#N)cc2)c1	10.6	0.2	3.9	0.1	x	-8.1	2.4	x	0.9
CC(C)(C)c1ccc(S(=O)(=O)NCC2CCCO2)cc1 (stereo not drawn)	-6.8	-19.3	4.0	-3.6	15.1	-18.4	0.9	-11.4	1.6
O=C(NN1C(=O)c2ccccc2NC1c1cccnc1)c1ccc([N+](=O)[O-])cc1 (stereo not drawn)	-6.5	5.1	5.5	-2.7	-10.1	2.3	-0.6	-19.1	0.6
O=C(NN1CCOCC1)c1ccccc1Br	-16.0	-8.0	6.3	-3.1	-2.0	-7.0	0.8	1.7	1.8
CCn1nc(C(=O)Nc2ccc(S(=O)(=O)Nc3nccs3)cc2)c2ccccc2c1=O	-4.5	5.8	7.5	-4.8	-15.7	-7.8	0.3	-4.8	2.7
CCOC(=O)N1CCC(N(C(=O)Nc2ccccc2)C(C)CC)CC1 (stereo not drawn)	8.0	-4.9	-11.1	-8.7	-6.4	24.1	0.5	1.1	-0.1
COc1ccccc1-c1nc2ccc(Cl)cc2c(=O)n1O	-4.1	-0.5	7.5	-2.6	2.9	-10.6	-0.1	-6.8	-0.8
Cn1c(N2CCN(S(=O)(=O)c3ccc(F)cc3)CC2)nc2ccccc21	-2.7	-2.6	2.5	-5.0	-13.6	-2.1	2.7	-8.8	4.9
Cc1nc(SCC(=O)Nc2cccc(Cl)c2)n[nH]1	0.6	-11.8	3.0	-2.6	-5.4	-1.2	1.1	-12.6	1.1

Quoted at random: five records from the list, in no set order.
SMILES	M4 antag	CHO-K1 Ca antag	M1 PAM	CHRM1 agonist	CHO parental Ca	M1 antag	CHO-K1 Ca ag	OXTR potentiator	CHRM4 agonist
Cc1ccc(S(=O)(=O)NCC(C)n2nc(C)nc2C)cc1 (stereo not drawn)	3.0	2.8	6.7	-1.6	-4.8	-11.5	-0.2	-2.6	0.7
Cc1ccc(N(CC(=O)O)C2SC(=O)NC2=O)cc1 (stereo not drawn)	-0.2	12.3	6.1	-0.6	-4.7	-4.9	0.6	-9.0	0.5
Cc1ccccc1C(=O)Nc1ccc(Br)c(C)n1	-15.1	3.9	9.6	-0.9	6.3	-12.2	0.5	-6.1	0.8
Cc1ccc(C(=O)NN2CC(O)=C(c3nc(-c4cccc([N+](=O)[O-])c4)cs3)C2=N)cc1	10.1	-1.2	4.9	-4.3	-13.9	3.3	-0.1	-8.7	0.3
OC[C@@H]1CN(Cc2ccco2)C[C@H](n2cnc3c(NC4CCCC4)ncnc32)O1	4.5	3.3	0.9	-1.7	x	0.4	0.2	x	0.4

The listing continues.
SMILES	M4 antag	CHO-K1 Ca antag	M1 PAM	CHRM1 agonist	CHO parental Ca	M1 antag	CHO-K1 Ca ag	OXTR potentiator	CHRM4 agonist
CCOc1ccc(CCNC(=O)C2CC(=O)N(C3CCCC3)C2)cc1OCC (stereo not drawn)	7.5	-0.9	6.0	-3.2	-19.8	2.0	-0.1	-1.4	-0.5
CCc1cc(CNC(=O)C2CCC(=O)N(Cc3ccc(Cl)cc3)C2)on1 (stereo not drawn)	7.5	-14.0	15.0	-1.7	-6.7	-14.6	0.2	-2.5	0.3
Cc1cccc(NC(=O)CCc2nnc3ccc(NCc4ccco4)nn23)n1	-0.7	-6.8	12.3	0.9	-5.8	-15.4	0.4	-5.4	-0.7
COc1cc(OC)cc(C(=O)NCC(=O)OCC(=O)c2cc(C)n(Cc3ccco3)c2C)c1	-1.3	-8.2	3.6	-5.8	-12.2	-3.2	3.0	-9.5	3.6
COc1ccc(NC(=O)c2cc(-c3ccccc3)nc3c2cnn3C(C)C)c(OC)c1	0.6	-2.0	4.1	0.6	-39.2	-7.1	0.0	-5.9	0.4
O=C(NCc1cccs1)C1CCCN1C(=O)Nc1cccc(Cl)c1 (stereo not drawn)	6.3	4.5	-10.3	-4.5	-28.3	14.5	-0.2	1.4	0.8
NC(=NCc1ccco1)NC(=O)c1ccc(Cl)cc1	-2.7	-9.8	14.3	0.5	-8.5	-10.8	5.8	-9.2	3.5
N=C1SC(c2ccccc2)C(=O)N1c1ncc(Cc2ccccc2)s1 (stereo not drawn)	12.4	6.6	-7.4	-5.6	6.6	3.4	4.0	-9.9	5.2
CC(=O)c1cccc(Nc2nc(-c3cccc([N+](=O)[O-])c3)cs2)c1	6.8	1.1	2.4	-2.3	-12.4	0.6	0.2	-14.7	0.1
COC(=O)C1(c2ccccc2)NC(c2cccs2)C2C(=O)N(C)C(=O)C21 (stereo not drawn)	5.5	-9.3	2.9	-1.4	1.3	-0.1	0.1	-10.6	0.2
O/N=C(\C[n+]1ccccc1)c1ccc(Br)cc1	-2.3	-7.9	-9.8	-9.5	-2.5	13.1	-0.1	-5.9	0.9
CC(NC(=O)CN1CCCC1)C12CC3CC(CC(C3)C1)C2 (stereo not drawn)	-10.0	1.4	9.1	-4.2	2.4	2.9	0.0	-4.5	2.2
COc1cc2c(cc1NC(=O)CCCN1C(=O)CCC1=O)oc1ccccc12	-8.9	0.3	4.6	-3.6	-12.7	-5.0	0.1	-15.9	1.8
CC1(C(=O)Nc2ccc3c(c2)OCCO3)CCN1Cc1ccc2ccccc2c1 (stereo not drawn)	-11.9	-8.3	6.6	-4.4	x	-15.7	2.3	x	6.5
COC(=O)c1cc(-c2ccc(Cl)cc2Cl)n[nH]1	-3.1	-7.0	8.4	-5.9	-3.0	-10.6	1.5	-10.1	2.8
CC1(C)CC(NC(=O)c2ccccc2)CC(C)(C)N1	-5.2	-5.6	3.4	-1.7	0.8	-13.9	-0.4	3.5	1.0
CCCOc1ccc(CC(CC(=O)O)(C(=O)O)C(=O)O)cc1	-1.3	-18.5	7.3	-2.4	-15.0	-14.5	-0.1	-9.6	0.3
COc1ccc(NS(=O)(=O)CC23CCC(CC2=O)C3(C)C)cc1 (stereo not drawn)	2.5	-5.7	-1.0	-4.3	-22.2	-6.2	0.7	-5.4	1.5

Compound activity deposited in PubChem BioAssay by The Scripps Research Institute Molecular Screening Center.
